Screening results from PubChem BioAssay.
TWEAK-Fn14 inh: inhibitors of TWEAK-Fn14 interaction signaling | AID 1159606 | TWEAK-stimulated Fn14 reporter cells, luciferase luminescence, 8 h | 360,000 tested, 2% active | inhibition, % at 10 µM; in the data active = inhibition above about 50%
TLR9-MyD88 inh: TLR9-MyD88 interaction inhibition; Q9NR96+Q99836; CHO BLA complementation TLR9-MyD88, CCF4 FRET ratio; inhibition, % at 4.98 µM; 340,000 tested, 0.21% active;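 active = inhibition above the mean over all tested compounds plus 3 SD, cut at about 21% in these data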;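 also: 0% = DMSO only wells and 100% = clavulanate BLA inhibitor control wells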
NR5A2 inv ag: NR5A2 inverse agonism in reporter assay; AID 602396; HEK293T StAR-luciferase reporter, LRH-1 transfected, 24 h; 360,000 tested, 0.13% active; O00482; inhibition, % at 3.6 µM;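 active = inhibition above the mean inhibition of all tested compounds plus 3 SD, cut at about 73% in these data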;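 also: 0% = DMSO wells and 100% = reporter-only cells lacking LRH-1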
SRC3 inh: inhibits human SRC3 coactivator; Q9Y6Q9; HEK293 GAL4-SRC3 luciferase reporter, luminescence; inhibition, % at 3.6 µM; 360,000 tested, 0.17% active; AID 588352;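 active = inhibition above a per-campaign cutoff, the mean of all compounds plus 3 SD, cut at about 60% in these data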;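 also: 0% = DMSO-treated cells and 100% = gossypol-treated cells at 36 µM; higher means less SRC3-driven luciferase light from the GAL4 reporter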
NOD2 RIPK2 PPI: inhibitors of human NOD2-RIPK2 interaction; O43353; inhibition, % at 4.98 µM; CHO BLA complementation NOD2-RIPK2, CCF4 ratio; 360,000 tested, 0.38% active; in the data active = inhibition above about 21%;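 also: 0% = vehicle only and 100% = reference blocker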
NR2F2 inh: inhibitors of human COUP-TFII (NR2F2); P24468; HEK293T NGFI-A luciferase reporter, luminescence; inhibition, % at 8.6 µM; 370,000 tested, 0.7% active;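 active = inhibition above a per-plate cutoff, mean inhibition of test wells between control levels plus 3 SD, cut at about 38% in these data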;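 also: cells cotransfected with COUP-TFII expression vector driving the NGFI-A reporter; 0% = median of COUP-TF2 test wells and 100% = reporter-only cells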
Exocytosis inh: lytic granule exocytosis inhibition. 360,000 tested, 0.66% active. inhibition, % at 10 µM. TALL-104 LAMP-1 surface exposure, flow cytometry; cells stimulated with thapsigargin and PMA. AID 651702;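 active = inhibition above about 55%, limit read from the data; inconclusive = no clear call, values can overlap the other calls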
SRC1 inh: inhibits human SRC1 coactivator; 360,000 tested, 0.12% active; HEK293 GAL4-SRC1 luciferase reporter, luminescence; inhibition, % at 3.6 µM; Q15788; AID 588354;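 active = inhibition above the campaign mean plus 3 SD, with each screening campaign given its own cutoff, cut at about 60% in these data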;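 also: 0% = DMSO treated cells and 100% = gossypol at 36 µM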
TROY signal inh: TROY signaling inhibition | AID 1347056 | 360,000 tested, 0.98% active | Q293 LMP1-TROYcd NF-kB luciferase reporter, 4 h | inhibition, % at 10 µM;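 active = compounds whose plate-normalised and pattern-corrected inhibition of the luciferase reporter signal at the single screening dose is 50% or more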
NCOA2 inhibitor: human SRC2 (NCOA2) inhibition | inhibition, % at 9 µM | HEK293 GAL4-SRC2 luciferase reporter, luminescence | Q15596 | AID 651957 | 370,000 tested, 0.17% active;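 active = inhibition above the mean inhibition of all tested compounds plus 3 SD, set per campaign, cut at about 52% in these data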;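 also: 0% = DMSO treated cells and 100% = cells given Gossypol at 36 µM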
ABHD5 PLIN5 PPI: blocks binding of human ABHD5 to perilipin-5 | Split G. princeps luciferase complementation, luminescence, 4 h | inhibition, % at 4 µM | 360,000 tested, 0.78% active | AID 602281;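 active = inhibition above the mean inhibition across every tested compound plus 3 SD, cut at about 22% in these data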;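 also: 0% = DMSO only wells and the 100% control is not disclosed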
Target sequence (Q00G26 whole entry, looked up): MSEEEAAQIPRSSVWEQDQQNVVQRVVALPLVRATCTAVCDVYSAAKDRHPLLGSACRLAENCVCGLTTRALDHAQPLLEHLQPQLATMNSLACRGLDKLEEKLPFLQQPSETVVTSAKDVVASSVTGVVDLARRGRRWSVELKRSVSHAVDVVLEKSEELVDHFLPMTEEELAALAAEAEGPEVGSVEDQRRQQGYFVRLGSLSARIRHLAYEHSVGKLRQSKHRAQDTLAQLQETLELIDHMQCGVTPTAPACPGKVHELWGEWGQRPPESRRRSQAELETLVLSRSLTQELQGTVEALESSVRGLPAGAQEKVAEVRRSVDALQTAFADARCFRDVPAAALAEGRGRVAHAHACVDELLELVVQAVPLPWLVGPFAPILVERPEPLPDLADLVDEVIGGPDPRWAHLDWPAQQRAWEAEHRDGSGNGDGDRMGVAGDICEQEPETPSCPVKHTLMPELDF
Target sequence (Q8WTS1 whole entry, looked up): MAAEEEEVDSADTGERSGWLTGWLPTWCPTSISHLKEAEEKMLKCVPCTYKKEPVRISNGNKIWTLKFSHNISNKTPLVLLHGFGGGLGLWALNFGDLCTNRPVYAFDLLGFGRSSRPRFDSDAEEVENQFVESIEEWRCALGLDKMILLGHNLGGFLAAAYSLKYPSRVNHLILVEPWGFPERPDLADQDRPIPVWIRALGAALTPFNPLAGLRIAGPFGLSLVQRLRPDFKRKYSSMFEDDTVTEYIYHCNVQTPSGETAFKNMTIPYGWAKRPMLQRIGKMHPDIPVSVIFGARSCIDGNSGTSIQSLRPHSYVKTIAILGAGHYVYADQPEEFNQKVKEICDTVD
Numbers without * were called inactive; ? = inconclusive; . = no result given. An excerpt. The share of hits here may be higher or lower than overall.

SMILES | TWEAK-Fn14 inh | TLR9-MyD88 inh | NR5A2 inv ag | SRC3 inh | NOD2 RIPK2 PPI | NR2F2 inh | Exocytosis inh | SRC1 inh | TROY signal inh | NCOA2 inhibitor | ABHD5 PLIN5 PPI
CC(=O)Nc1nnc(SCc2cc(=O)c(OC(=O)c3ccccc3)co2)s1 | 13 | 10 | 19 | 2 | -10 | 25 | -2 | -22 | 15 | -4 | -2
COc1ccc(S(N)(=O)=O)cc1C(=O)NCCCN1CCN(c2ccc(C)cc2)CC1 | 6 | 1 | 1 | 12 | 6 | 6 | -1 | 4 | 1 | 8 | 1
Cc1ccc(S(=O)(=O)NCCC(=O)Nc2cccc(S(N)(=O)=O)c2)cc1C | -1 | 9 | 15 | 3 | -13 | 11 | -5 | 22 | 5 | 9 | -11
Brc1cccc(-c2nnc3n2CCCCC3)c1 | 10 | 9 | 11 | 6 | 4 | -10 | -5 | -13 | 11 | -9 | -6
CC(=O)N(c1cccc(Cl)c1)c1nc(C)cc(C)c1C#N | 5 | -4 | 13 | 14 | 0 | -14 | -4 | -20 | 9 | -23 | -1
Cc1ccc2c(CN3CCC(C)CC3)cc(=O)oc2c1 | -9 | 2 | -130 | -142 | -1 | -40 | 6 | -151 | -64 | -56 | 2
Cc1cccc(N2CCN(C(=O)CN3C(=O)NC(C)(C4CC4)C3=O)CC2)c1C (stereo not given) | 5 | 0 | -38 | -11 | 2 | -10 | 7 | -40 | -28 | -50 | 0
O=C(NC1CCS(=O)(=O)C1)/C(=C\c1ccco1)NC(=O)c1ccccc1 (stereo not given) | 5 | 2 | -7 | 8 | 1 | 15 | 4 | 10 | 5 | -1 | 2
COc1ccc(CN2C(=NC(=O)CCC3CCCC3)SC3CS(=O)(=O)CC32)cc1 (stereo not given) | -3 | -12 | -5 | 11 | 6 | 3 | -5 | 20 | -3 | 3 | -11
O=C(COC(=O)c1ccc(O)cc1)c1ccc2c(c1)OCCO2 | -4 | 5 | -61 | -25 | 9 | -15 | 8 | -84 | -44 | -56 | 4
O=C(CCn1c(=O)sc2ccccc21)Nc1nc2ccccc2s1 | 5 | 6 | -12 | -37 | -5 | 12 | -7 | -6 | -27 | -14 | -13
CCc1ccc(NC(=O)c2ccc(-n3cncn3)c([N+](=O)[O-])c2)cc1 | -16 | -4 | -30 | -16 | 11 | 17 | -2 | -28 | -11 | -48 | -9
COCC1CCN(C(=O)c2cc(COc3ccc(C)c(C)c3)on2)C1 (stereo not given) | -1 | 5 | 0 | 20 | -10 | -16 | 0 | -14 | -10 | -3 | -6
Cc1cc(OCC(=O)NC2CCCCC2)ccc1Cl | -33 | -2 | -18 | -12 | -11 | -1 | 4 | -34 | -51 | -6 | -6
Cc1cc(C)n(-c2ccc(C(=O)Nc3ccc4c(c3)OCO4)cc2)n1 | 1 | -3 | -46 | -39 | -6 | -46 | -3 | -64 | . | -20 | -1
O=C(OCC(=O)N1CCN(Cc2ccccc2)CC1)c1cc(Cl)ccc1[N+](=O)[O-] | -1 | 5 | 8 | 6 | -7 | 4 | 1 | -14 | -10 | -6 | 4
CCOc1cc(CN2CCN(CCc3ccccc3)C(CCO)C2)ccc1OC (stereo not given) | -1 | -3 | 20 | 9 | -12 | -12 | 7 | 6 | 16 | -10 | 9
COc1ccc(S(=O)(=O)N2CCN(CC(=O)Nc3cccc(F)c3)CC2)cc1 | -8 | -23 | -18 | -15 | -13 | -4 | -1 | -15 | -14 | 7 | 2
O=C(Nc1cccc(C(F)(F)F)c1)c1sc(Cl)nc1C(F)(F)F | 46 | -2 | 18 | -5 | 18 | 2 | -2 | -11 | 4 | 10 | -14
O=C(NCCc1ccccc1Cl)c1cc(COc2ccc(F)cc2F)on1 | -18 | -3 | 2 | 6 | -9 | . | 1 | 2 | 14 | . | -6
O=C(O)c1c(F)c(F)cc2ccccc12 | 107* | 12 | 7 | -17 | 2 | 3 | 2 | -7 | -2 | 3 | 6
COc1ccc(N(C)C(=O)c2ccc(NC(=O)CCS(=O)(=O)c3cccs3)cc2)cc1 | 8 | 1 | 14 | -8 | -14 | 3 | 7 | -17 | -8 | -9 | 6
CCC(=O)N1c2ccc(S(=O)(=O)CCC(=O)N3CCN(c4ccccc4F)CC3)cc2CC1C (stereo not given) | 1 | -2 | 16 | -24 | 14 | 8 | 5 | -4 | 10 | -11 | 0
O=C(Nc1cccc(Cl)c1)Nc1ccon1 | -22 | 5 | -36 | 3 | -5 | -18 | 17 | -4 | 2 | -18 | 1
NC(c1ccccc1)c1csc(Nc2ccc(C(F)(F)F)cn2)n1 (stereo not given) | -19 | . | 4 | 7 | 3 | -18 | 4 | -12 | -21 | 21 | -9
CC(=O)Nc1ccc(NC(=O)c2c(C)noc2C)cc1 | 5 | -1 | -2 | -5 | -19 | 2 | 0 | 2 | -27 | -3 | -1
COc1cc(C(=O)OCc2csc(CC(=O)Nc3cc(C)ccc3C)n2)ccc1OC(F)F | -10 | 4 | 9 | 2 | -3 | 12 | 0 | -11 | 32 | 3 | -11
C/C(N)=C(/C#N)C(=O)COC(=O)CSc1ccc2ccccc2c1 | -2 | -5 | 0 | 0 | 3 | -3 | 0 | -20 | 5 | 15 | 1
Cc1ccccc1S(=O)(=O)/N=C(/Nc1c(C)n(C)n(-c2ccccc2)c1=O)c1ccccc1 | 1 | 7 | 0 | -13 | -2 | 1 | -1 | -6 | -7 | 15 | -7
CCOC(=O)c1ccc(S(=O)(=O)N2CCC(C(=O)NCc3ccccc3OC)CC2)cc1 | -7 | -4 | 8 | 17 | 8 | -1 | -1 | 7 | -3 | 20 | -8
C/C(=N\N=C(N)N)c1ccc(Cl)c(Cl)c1 | 18 | 7 | -2 | 22 | 1 | -27 | 50 | 2 | 18 | 7 | 11
Cc1ccc(-n2cc(CN3CCC(CO)(Cc4cccc(C(F)(F)F)c4)CC3)cn2)cc1 | 6 | 2 | -12 | 13 | 5 | -4 | 48 | 1 | 4 | -1 | 12
O=C1CN(C(=O)COc2ccccc2Cl)c2ccccc2N1 | -7 | -2 | -19 | 19 | -6 | 3 | -3 | -12 | -6 | 14 | 5
Cc1nn(C)c(=S)[nH]c1=S | 6 | 3 | 13 | 19 | -28 | -10 | -7 | 3 | -20 | -9 | 16
CCCNC(=O)c1onc(CSc2ccc(Cl)cc2)c1C(=O)NCCC(C)C | -26 | 1 | 25 | 6 | -3 | -3 | 1 | -3 | -8 | 24 | -7
CCC(=O)N(CC(=O)Nc1sc(C)c(C)c1C(N)=O)C1CCCC1 | -9 | -7 | 1 | 12 | 0 | -19 | 0 | 5 | -7 | 4 | -5
CSc1nnc(-c2cnccn2)n1Cc1ccccc1 | -12 | -3 | 7 | 18 | -6 | -4 | -1 | -2 | -12 | -22 | 0
O=C(CCN1C(=O)c2ccccc2S1(=O)=O)Nc1nc2c(s1)CCCC2 | -13 | 7 | -31 | -47 | -2 | -30 | 3 | -41 | -34 | -31 | -1
CC(C)=CC(=O)OCc1cc([N+](=O)[O-])cc2c1OCOC2 | -26 | -8 | -74 | -103 | 2 | -17 | 0 | -60 | -70 | -30 | 6
CCn1cc(C(=O)N2CCN(c3ccccc3OC)CC2)c2cc(OC)c(OC)cc2c1=O | -15 | 2 | 6 | 12 | 2 | 18 | 1 | -11 | -3 | -13 | 1
O=C(CCCCN1CCCCC1)c1ccc2c(c1)Cc1ccccc1-2 | -21 | -5 | -11 | 1 | -4 | 13 | 1 | -9 | -25 | -21 | 14
COc1cccc(C(C(=O)NC2CCCC2)N(C(=O)c2csnn2)C2CC2)c1 (stereo not given) | 21 | 9 | 3 | 2 | -1 | 12 | 1 | 9 | 13 | 27 | 3
COc1ccc(-n2cnnc2SCC(=O)NC2CCCCC2)cc1 | -15 | 0 | 26 | 8 | -16 | -12 | -6 | -4 | -24 | 8 | 0
C/C(=N\Nc1ccc(C(F)(F)F)cn1)c1ccncc1 | -9 | 8 | -34 | -32 | 8 | 5 | 4 | -49 | -31 | -13 | 14
Cc1cc(C)cc(CC(=O)N2CCC2(C)C(=O)NS(=O)(=O)c2ccccc2)c1 (stereo not given) | -30 | . | -1 | -4 | 0 | 4 | -6 | -14 | -24 | -7 | -6
CC1(C)CC(=O)C(C=NC(CCC(N)=O)C(=O)O)=C(O)C1 (stereo not given) | 7 | 1 | -8 | 11 | -7 | -2 | -4 | 7 | -10 | 0 | 4
Cc1cn([C@H]2C[C@H](O)[C@@H](CCC(=O)NCc3cccc4ccccc34)O2)c(=O)[nH]c1=O | -3 | . | 6 | -11 | -12 | 6 | -6 | -15 | -3 | -5 | 6
O=c1nc(-c2ccccc2)cc(C(F)(F)F)[nH]1 | 17 | 2 | 15 | 14 | -10 | 7 | -2 | -2 | 13 | -36 | 0
Cc1nc2ccc(S(=O)(=O)Nc3ccccc3C)cc2s1 | 6 | -3 | 7 | -4 | 0 | . | 2 | 8 | 8 | . | 4
CCOc1ccc(CNC(=O)C(=O)c2cn(CC(=O)N3CCOCC3)c3ccccc23)cc1OC | -5 | -1 | -21 | -17 | -14 | -4 | -1 | -12 | -12 | 3 | -1

Part of the list above, tab-delimited:
SMILES	TWEAK-Fn14 inh	TLR9-MyD88 inh	NR5A2 inv ag	SRC3 inh	NOD2 RIPK2 PPI	NR2F2 inh	Exocytosis inh	SRC1 inh	TROY signal inh	NCOA2 inhibitor	ABHD5 PLIN5 PPI
Cc1nc2ccc(S(=O)(=O)Nc3ccccc3C)cc2s1	6	-3	7	-4	0	.	2	8	8	.	4
CCOc1ccc(CNC(=O)C(=O)c2cn(CC(=O)N3CCOCC3)c3ccccc23)cc1OC	-5	-1	-21	-17	-14	-4	-1	-12	-12	3	-1

Next structures
SMILES | TWEAK-Fn14 inh | TLR9-MyD88 inh | NR5A2 inv ag | SRC3 inh | NOD2 RIPK2 PPI | NR2F2 inh | Exocytosis inh | SRC1 inh | TROY signal inh | NCOA2 inhibitor | ABHD5 PLIN5 PPI
COc1ccc(OC)c(/C=C2\SC(=S)N(N3CCOCC3)C2=O)c1 | -11 | 3 | -12 | 19 | -7 | 13 | 5 | 19 | -8 | 8 | 7
C[C@@H](c1ccccc1)N1C[C@@H](COCc2ccccc2)Oc2cc(N3CC[C@H](O)C3)ccc2S1(=O)=O | 28 | . | -13 | . | -13 | -18 | -8 | . | 8 | 7 | -7
CC1Sc2ccc(S(=O)(=O)N3CCC(C(=O)N(C)Cc4ccco4)CC3)cc2NC1=O (stereo not given) | -13 | -2 | 8 | -5 | 3 | 9 | -2 | -17 | 10 | 2 | -6
CN(CCOc1ccc(Br)cc1)CC(=O)Nc1cccc(S(=O)(=O)NC2=NCCC2)c1 | -13 | 0 | 15 | 23 | -1 | -15 | 2 | -17 | 2 | 2 | 2
COc1ccccc1N(CC(=O)NC(C)(C)C)C(=O)C1CSC(=O)C1 (stereo not given) | -16 | -7 | -5 | 3 | -11 | -2 | -4 | -8 | -7 | -5 | -1
COc1cc(/C=C2\C(=N)N3N=CSC3=NC2=O)ccc1OS(=O)(=O)c1ccccc1[N+](=O)[O-] | 17 | -3 | 7 | -40 | -3 | 9 | ? | -55 | 14 | 5 | 0
CN(C)c1ccc(S(=O)(=O)N2CCCCC2)cc1NC(=O)CCNC(=O)c1ccco1 | 4 | 0 | 18 | -7 | 12 | -3 | -14 | 1 | -11 | -11 | -3
